# RAD54 inh – inhibitors of human RAD54 branch migration, primary screen, biochemical, fluorescence, single point; 360,000 tested, 0.14% active; AID 602329, 2012; DNA repair and recombination protein RAD54-like (Homo sapiens), Q92698; inhibition, % at 10.4 µM; RAD54 Holliday junction branch migration, FAM/BHQ fluorescence;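 active = mean normalized replicate activity at least 40 and at least half of replicates scoring 40 or more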;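 note: 0% = median of neutral control wells and 100% = median of positive control wells; inhibitors cause a drop in the FAM fluorescence signal; in these data hits start at about 50%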
# Target sequence (Q92698 whole entry, looked up): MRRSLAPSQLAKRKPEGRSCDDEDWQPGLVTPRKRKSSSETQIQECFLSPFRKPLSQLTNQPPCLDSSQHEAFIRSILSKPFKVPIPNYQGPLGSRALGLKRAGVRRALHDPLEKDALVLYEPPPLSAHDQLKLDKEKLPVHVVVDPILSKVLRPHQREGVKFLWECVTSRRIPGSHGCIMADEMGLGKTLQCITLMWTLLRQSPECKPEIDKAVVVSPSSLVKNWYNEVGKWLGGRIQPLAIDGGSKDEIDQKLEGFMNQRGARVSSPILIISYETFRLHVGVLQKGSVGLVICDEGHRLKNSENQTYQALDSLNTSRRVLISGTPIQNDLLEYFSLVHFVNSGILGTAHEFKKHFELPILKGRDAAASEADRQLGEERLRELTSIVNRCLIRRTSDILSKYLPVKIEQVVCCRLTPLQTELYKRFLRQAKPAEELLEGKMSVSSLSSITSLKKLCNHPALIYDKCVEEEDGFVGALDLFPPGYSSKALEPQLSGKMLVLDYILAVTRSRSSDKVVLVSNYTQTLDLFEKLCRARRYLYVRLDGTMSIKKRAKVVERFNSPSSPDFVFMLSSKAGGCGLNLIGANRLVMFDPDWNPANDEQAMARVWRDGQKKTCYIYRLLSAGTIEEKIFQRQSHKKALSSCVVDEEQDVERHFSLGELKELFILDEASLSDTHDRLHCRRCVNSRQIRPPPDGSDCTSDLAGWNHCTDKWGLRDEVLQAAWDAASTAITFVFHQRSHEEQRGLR
# Casp6 inh – human caspase-6 inhibitors, primary screen, biochemical, VEID-R110 fluorescence, single point, set 2; inhibition, % at 12.5 µM; P55212; purified caspase-6, Z-VEID-R110 cleavage fluorescence; 350,000 tested, 0.53% active;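 active = mean inhibition across replicates at least about 35%, with every replicate also reaching that limit, limit read from the data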;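 note: 0% = median of neutral control wells and 100% = no fluorescence left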
# Target sequence (P55212 24-179 limits assumed): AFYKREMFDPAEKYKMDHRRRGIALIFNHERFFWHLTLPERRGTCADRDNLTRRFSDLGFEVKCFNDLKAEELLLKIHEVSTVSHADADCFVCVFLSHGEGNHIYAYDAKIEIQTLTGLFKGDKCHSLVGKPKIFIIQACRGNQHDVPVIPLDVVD
# Target sequence (P55212 194-293 limits assumed): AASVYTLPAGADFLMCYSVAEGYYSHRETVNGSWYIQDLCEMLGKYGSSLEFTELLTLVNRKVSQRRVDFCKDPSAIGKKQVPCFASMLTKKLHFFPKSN
# esBAF inh – Bmi1 luciferase reporter increase in mESCs, primary screen, esBAF inhibitor project, mouse ES cells, Bmi1 luciferase knock-in, single point | 350,000 tested, 2% active | 24 h; 100% = twice the neutral-well signal | reporter increase, % at 12.5 µM; in the data active = activation above about 40%;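 note: 0% = median of the plate's neutral control wells and 100% = double that signal; a rise in the Bmi1 reporter signal indicates esBAF inhibition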
# E-selectin induc – E-selectin induction in HUVECs, primary screen, imaging, HUVEC, immunofluorescence imaging, single point; P16581; 260,000 tested, 0.37% active; normalized: neutral wells 0, TNF-alpha wells 100; activation, % at 7.58 µM; AID 686992, 2013;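 active = mean E-selectin-positive cell signal at least 10% of the positive control, reached in at least 60% of replicates, without over 20% cell loss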;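 note: in these data hits start at about 27%; measured in HUVEC primary endothelial cells; signal is the percent of cells scored E-selectin positive by PE staining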
#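 Test system: HUVEC | Signal: Immunofluorescence imaging | Read-out: Percent E-selectin-positive cells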
# PglD inh – C. jejuni PglD acetyltransferase inhibitors, primary screen, biochemical, DTNB colorimetric, single point. UDP-N-acetylbacillosamine N-acetyltransferase PglD (Campylobacter jejuni). purified PglD enzyme, DTNB colorimetric CoA detection. inhibition, % at 12.5 µM. 360,000 tested, 0.098% active; in the data active = inhibition above about 16%, passing the limit was not always enough; note: strong numbers were not always called active
# RAD52 anneal inh – RAD52 DNA annealing inhibitors, primary screen, biochemical, FRET, single point, set 2 | 360,000 tested, 0.46% active | AID 651710, 2012 | DNA repair protein RAD52 homolog (Homo sapiens), P43351 | inhibition, % at 18.7 µM | recombinant RAD52 DNA annealing, FRET fluorescence;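 active = every replicate showing at least 50% inhibition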
# ARNT TACC3 PPI – disruptors of ARNT/TACC3 protein interaction, primary screen, biochemical, AlphaScreen, single concentration. inhibition, % at 9.99 µM. AID 623870, 2012. Transforming acidic coiled-coil-containing protein 3 (Homo sapiens), Q9Y6A5. AlphaScreen His-ARNT PAS-B/GST-TACC3 binding, luminescence; TACC3 fragment carries E629A point mutation. 390,000 tested, 0.66% active;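 active = mean inhibition of replicates at least 50% and at least half of replicates each reaching 50%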;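 note: 0% = complete ARNT plus TACC3 wells and 100% = ARNT alone without TACC3; many hits fall short of the cut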
# ERp5 inh – inhibitors of ERp5-driven insulin aggregation, primary screen, biochemical, turbidity, absorbance 650 nm, single point. Protein disulfide-isomerase A6 (Homo sapiens), Q15084. 90 min. inhibition, % at 9.99 µM. 350,000 tested, 0.05% active. AID 651711, 2012;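 active = mean replicate inhibition above about 25%, with every replicate also reaching it, limit read from the data, passing the limit was not always enough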
# * marks the source's active call; other numbers are inactive results; nt = not tested or not shown. An unsorted share of the library. About 3.2% of those tested had a hit in this group.
# Results follow in this order: ARNT TACC3 PPI	RAD54 inh	Casp6 inh	PglD inh	ERp5 inh	esBAF inh	RAD52 anneal inh	E-selectin induc
> Cc1ccc(S(=O)(=O)NCCOc2nc(N(C)C)nc(N(C)C)n2)cc1
  -1	-4	1	0	-2	nt	-2	nt
> Cc1cc(C(=O)N2CCN(c3ccc([N+](=O)[O-])cc3)CC2)c(C)o1
  -10	-6	-1	-1	-11	nt	-8	-0.5
> COc1ccc(NC(=O)O[C@@H](C)[C@@H]2CN3CCc4c([nH]c5ccc(-c6ccc(OC)cc6)cc45)[C@@H]3C[C@@H]2N(C)C(=O)Nc2ccc(OC)cc2)cc1
  nt	-4	-3	-3	-1	4	53*	0.0
> CC(C)NC(=O)Nc1ccc2c(c1)C(=O)N([C@H](C)CO)C[C@H](C)[C@@H](CN(C)CC1CCCCC1)OCCCC[C@H](C)O2
  9	3	-1	-2	0	-1	30	0.4
> CC(C)c1ccc(C(=O)OCC(=O)c2c(N)n(C)c(=O)n(C)c2=O)cc1
  -1	4	5	-1	-4	3	-24	-0.1
> CCOC(=O)CSc1c(-c2ccccc2)c2cc(Cl)ccc2[nH]c1=O
  1	-9	2	-3	7	nt	-6	-1.5
> CS/C(=N\S(=O)(=O)c1cccs1)Nc1ccc(Cl)cc1
  -25	nt	2	nt	-4	nt	-19	-3.2
> CCOc1cc(/C=C2\CN(C)C/C(=C\c3ccc(O)c(OCC)c3)C2=O)ccc1O
  4	5	8	-8	3	-77	-23	0.3
> COc1ccccc1C(=O)NNC(=O)c1ccccc1[N+](=O)[O-]
  -5	nt	3	nt	1	nt	-23	-0.8
> COc1cc(-c2nnc(SCC(=O)c3cc(C)n(CC4CCCO4)c3C)o2)cc(OC)c1OC (centres undefined)
  31	-3	nt	1	nt	-2	nt	nt
> Nc1c(-c2ccc(Cl)cc2)cnn1-c1cc(C(F)(F)F)cc(C(F)(F)F)c1
  -1	-5	-2	4	-8	0	-10	nt
> C[C@@H]1CCCCO[C@@H](CN(C)C(=O)NC2CCCCC2)[C@H](C)CN([C@H](C)CO)C(=O)c2cc(NC(=O)Nc3ccc(F)cc3)ccc2O1
  14	-1	-3	1	0	17	18	nt
> Cc1nn(C(=O)C2CC2)c(C)c1Sc1ccc(Cl)cc1
  -6	3	1	3	0	12	-19	nt
> NCCCC[C@H]1CNC(=O)C(=O)N1CCc1cccc(F)c1
  1	-1	-5	-1	0	-5	-15	-0.2
> CN(CC(=O)Nc1ccccc1Cl)C(=O)CN1C(=O)NC(c2ccccc2)(c2ccccc2)C1=O
  -1	-11	-3	0	3	-8	-31	1.1
> COc1cc(-c2nnc(SCC(=O)Nc3ccc(C(=O)O)cc3)o2)cc(OC)c1OC
  -6	-11	0	-1	5	-1	-15	0.0
> Cc1ccc(O)c(Cc2cc(C)cc(Cc3cc(C)ccc3O)c2O)c1
  nt	7	4	-3	-4	-7	-117	-0.1
> Cc1ccc(C2=NCCn3c2c2ccccc2[n+]3[O-])cc1
  4	1	1	2	-3	nt	-18	0.9
> Cn1cc(CNC(=O)c2cc(COc3ccc4c(c3)CCCC4)on2)cn1
  1	-4	5	1	-9	4	-13	nt
> CC1CCN(C(=O)Cn2nnc(-c3ccccc3)n2)CC1
  -24	-13	0	4	-1	20	-7	nt
> O=C(CN1C(=O)c2ccccc2S1(=O)=O)N1CCN(c2ccc(F)cc2)CC1
  14	8	2	3	-3	-26	1	nt
> O=C(NCC1CC1)c1ccc2sc([C@H]3C[C@H](O)[C@@H](CO)O3)nc2c1
  nt	-6	3	0	3	13	0	1.3
> CCCCCCCCCCCC1=C(O)C(=O)C=C(O)C1=O
  18	12	nt	0	nt	1	nt	nt
> COc1cc(OC)cc(C(=O)OCCNC(=O)Cn2cnc3c2c(=O)n(C)c(=O)n3C)c1
  nt	nt	3	nt	-3	nt	-6	2.2
> COCCN(C(=S)Nc1c(C)cc(C)cc1C)C(C)c1cccs1 (centres undefined)
  -1	nt	2	nt	0	5	-8	0.7
> CCOC(=O)COc1ccc2nsnc2c1
  -1	-4	nt	-3	nt	-3	nt	nt
> CCn1cc(C(=O)OCC(=O)c2ccccc2)c(=O)c2ccc(C)nc21
  -11	nt	1	nt	1	nt	-12	4.5
> CC1(c2ccccc2)NC(=O)N(CC(=O)N2CCc3ccccc32)C1=O (centres undefined)
  nt	7	1	-3	-1	5	-60	0.0
> O=C(O/N=C(\c1ccccc1)c1ccncc1)c1ccccc1F
  1	nt	-1	nt	-1	nt	-6	nt
> O=C(CSc1nnc(NC(=O)c2ccc(F)cc2)s1)NC1CCCC1
  -4	1	-1	4	2	21	-18	nt
> COc1ccc(NC(=O)C2CC(=O)OC23CCCCC3)cc1 (centres undefined)
  -1	10	nt	5	nt	-13	nt	nt
> COCCCNC(=S)Nc1ccccc1C
  3	nt	-3	nt	0	-1	9	-0.1
> COC(=O)c1sccc1NC(=S)Nc1cc(C)cc(C)c1
  16	0	2	3	-4	nt	-10	nt
> Cc1ccc(OCC(=O)Nc2cc(C)on2)c([N+](=O)[O-])n1
  -2	-5	4	-1	-3	nt	-9	nt
> COc1ccc(-c2c(C#N)c(N)nc3c2c(=O)n(C)c(=O)n3C)cc1Cl
  -8	0	nt	-1	nt	-5	nt	nt
> O=c1[nH]c(-c2ccccc2)nn1-c1ccc(Br)cc1Br
  nt	-9	-4	2	1	-6	0	0.0
> COc1ccc(OC(C)C(=O)Nc2cccc(F)c2)cc1 (centres undefined)
  -5	nt	-2	nt	0	nt	-8	nt
> C[C@@H]1CN([C@@H](C)CO)C(=O)c2cc(-c3cccc(C#N)c3)cnc2O[C@@H]1CN(C)C(=O)c1ccccn1
  2	4	-1	6	11	-4	0	-0.2
> CCOC(CNC(=O)C(=O)Nc1cc2c3c(c1)CCN3C(=O)CC2)OCC
  4	-4	1	-3	1	0	-8	13
> CCCN(C)C[C@H]1OCCCC[C@@H](C)Oc2ccc(NS(=O)(=O)c3cccs3)cc2C(=O)N([C@H](C)CO)C[C@@H]1C
  nt	nt	-2	nt	-3	nt	-11	0.3
> COc1cccc(CNC(=O)COC(=O)c2nc(Cl)c(Cl)c(Cl)c2Cl)c1
  0	-3	7	-7	-3	-5	-22	-1.7
> O=C(C[C@H]1CC[C@H]2[C@@H](COC[C@H](O)CN2Cc2ccc(Oc3ccccc3)cc2)O1)Nc1nccs1
  -2	-1	2	2	4	15	-10	-0.1
> Cc1cccn2c(=O)c3cc(C(=O)NC4CCCC4)c(=N)n(C4CCCC4)c3nc12
  -5	6	nt	0	nt	-4	nt	nt
> COc1cc(CNCc2cccs2)ccc1OCC(=O)NC(C)(C)C
  1	2	nt	1	nt	3	nt	nt
> N#C/C(=C(/O)CN1CCOCC1)c1nc(-c2ccccc2)cs1
  2	-4	nt	10	nt	9	nt	nt
> CCc1nc(SCc2ccc(OC)c(Br)c2)n[nH]1
  1	nt	2	nt	2	6	-1	-0.4
> CO[C@@H]1CN(C)C(=O)c2cc(NS(C)(=O)=O)ccc2OC[C@@H](C)N(C(=O)C2CC2)C[C@H]1C
  -6	13	-1	-3	1	-3	-3	0.0
> COc1nc(NCCc2ccc(OC)c(OC)c2)nc(OC)n1
  13	3	nt	4	nt	-5	nt	nt
> CN(C)C(=O)CSc1nc2ccccc2n1CC(=O)N1CCN(c2ccccc2)CC1
  -6	-1	nt	12	nt	-3	nt	nt
> COc1ccc(CN(CC(=O)NC2CCCC2)C(=O)CCC(=O)Nc2nc(C)cs2)cc1
  0	2	1	6	3	-5	-11	nt
> COc1ccc(NC(=O)C[C@H]2C(=O)N(CCc3ccccc3)C[C@@H]2CSC)cc1
  nt	-2	-4	-5	0	-3	-10	-7.1
> C=CCS(=O)(=O)N1CCCC(N2CCN(c3ccccc3OC)CC2)C1 (centres undefined)
  -7	-3	0	6	6	-1	2	nt
> O=C(Nc1ccccc1N1CCCCC1)C1=COCCO1
  -1	0	-82	1	nt	6	-30	35*
> C[C@H]1CN([C@@H](C)CO)C(=O)c2cc(C3=CCCC3)cnc2O[C@H]1CN(C)Cc1ccc(C(=O)O)cc1
  -6	-1	-2	1	2	4	6	0.8
> COc1ccc2cc3c(nc2c1)OCC3
  -5	3	0	0	2	7	-24	nt
> N#Cc1sc(C(N)=O)c(-c2ccccc2)c1-c1ccccc1
  -1	nt	-2	nt	1	nt	-13	1.1
> Oc1c(C=Nc2ccc(Cl)cn2)sc2ccccc12
  4	nt	-1	nt	-10	nt	-15	-0.1
> CCNc1nc(NCC)nc(C(=O)OCCO)n1
  49*	-1	-1	-3	-6	-4	0	-0.2
> C[C@H](CO)N1C[C@H](C)[C@@H](CN(C)Cc2ccc(C(F)(F)F)cc2)Oc2ccc(NS(=O)(=O)c3ccc(F)cc3)cc2C1=O
  -5	-6	7	5	12	-5	4	0.3
> CSc1ccc(CCNC(=O)CN2C(=O)c3cccnc3Oc3ccc(C)cc32)cc1
  2	-6	1	-6	-1	0	-21	-1.0

# Remaining list, next part.
# Results follow in this order: ARNT TACC3 PPI	RAD54 inh	Casp6 inh	PglD inh	ERp5 inh	esBAF inh	RAD52 anneal inh	E-selectin induc
> COCCNC(=O)[C@H]1C[C@@H]1[C@H](NP(=O)(c1ccccc1)c1ccccc1)c1ccccc1
  0	14	nt	-1	nt	-4	nt	nt
> Cn1cccc1-c1nc2ccc(NC(=O)c3ccco3)cc2[nH]1
  35	-1	nt	-2	nt	32	nt	nt
> COc1ccc2c(c1)C(c1ccc(Cl)cc1)NC(=O)C2 (centres undefined)
  -4	4	0	2	0	7	-12	7.2
> C[C@@H]1CN([C@@H](C)CO)C(=O)c2cccc(NC(=O)Nc3ccc(C(F)(F)F)cc3)c2O[C@@H]1CN(C)CC1CCCCC1
  7	17	-2	-1	4	14	32	nt
> CN1c2ccc(C#Cc3cccnc3)cc2[C@@H]2[C@@H](CCN2S(=O)(=O)c2ccccc2F)[C@H]1CO
  -5	-3	-3	-29	-4	1	0	0.7
> CN1CCN(NC(=O)/C=C/c2cccc(Cl)c2)CC1
  -6	-3	-4	-1	3	-2	-6	nt
> CCOC(=O)c1c(NC(=O)c2nn(C)cc2[N+](=O)[O-])sc(C)c1C
  -5	-3	-5	3	-9	-1	-4	-0.5
> CCN(CC(=O)Nc1cccc(S(=O)(=O)N2CCCCC2)c1)Cc1ccccc1
  -3	4	-2	-2	1	-6	-8	0.0
> C[C@H](CO)N1C[C@H](C)[C@H](CN(C)Cc2ccccc2)Oc2ncc(C#CC3(O)CCCC3)cc2C1=O
  1	5	-2	6	2	-2	3	0.2
> CC(C)(C)CN1CCNC(=O)C1CC(=O)NCCN1CCCc2ccccc21 (centres undefined)
  -5	nt	-1	nt	-1	nt	-30	8.0

# Retrieved by compound from the entries so far (4):
# Results follow in this order: ARNT TACC3 PPI	RAD54 inh	Casp6 inh	PglD inh	ERp5 inh	esBAF inh	RAD52 anneal inh	E-selectin induc
> CC(C)(C)CN1CCNC(=O)C1CC(=O)NCCN1CCCc2ccccc21 (centres undefined)
  -5	nt	-1	nt	-1	nt	-30	8.0
> COCCNC(=O)[C@H]1C[C@@H]1[C@H](NP(=O)(c1ccccc1)c1ccccc1)c1ccccc1
  0	14	nt	-1	nt	-4	nt	nt
> C[C@H](CO)N1C[C@H](C)[C@H](CN(C)Cc2ccccc2)Oc2ncc(C#CC3(O)CCCC3)cc2C1=O
  1	5	-2	6	2	-2	3	0.2
> CCOC(=O)c1c(NC(=O)c2nn(C)cc2[N+](=O)[O-])sc(C)c1C
  -5	-3	-5	3	-9	-1	-4	-0.5

# Bioassay records from PubChem BioAssay.
